Tau FP inhib – tau fibrillization inhibition (FP) | hit rate 0.39% among 280,000 | Potency, µM (series often up to 57.7 µM), for inactives: top-dose activity, negative = inhibition, hits mostly inhibitors | P10636 | K18 P301L tau heparin fibrillization, Alexa594 FP, 6 h; further: on the % scale 0 is the no-effect control and ±100 the full control effect; nearly all actives have a fitted effect of over 55% in size
Target sequence (P10636 561-689 P618L limits assumed): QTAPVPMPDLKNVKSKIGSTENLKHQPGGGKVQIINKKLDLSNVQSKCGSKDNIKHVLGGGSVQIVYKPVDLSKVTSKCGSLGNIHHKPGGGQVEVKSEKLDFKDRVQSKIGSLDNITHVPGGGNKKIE
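Human K18 P301L fragment (15 uM unlabeled plus 0.24 uM Alexa 594-labeled) in 100 mM sodium acetate pH 7 with compound, aggregation induced by 20 uM heparin for 6 hr at 37 C. ThT (30 uM) added for 1 hr, then Alexa 594 FP read.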
GAA inhib – inhibitors of human lysosomal alpha-glucosidase. hit rate 0.005% among 200,000. purified human GAA, 4-MU-alpha-glucoside fluorescence. Potency, µM (top dose mostly 76.9 µM), for the others: at the top dose activity change, negative = inhibition, most hits filed as inhibitors;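 further: plate controls were uninhibited enzyme wells for no effect and no-enzyme background for full effect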
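Endpoint fluorogenic read: 20 min room-temperature reaction of 4 nM human alpha-glucosidase with 400 uM 4-methylumbelliferyl-alpha-D-pyranoside, pH 5.0, quenched with 1M NaOH/1M glycine pH 10. AC50 from Hill modeling.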
GLA spleen mod – inhibits or activates alpha-galactosidase in human spleen homogenate. P06280. human spleen homogenate, 4MU-alpha-Gal fluorescence, 40 min. Potency, µM (doses to about 80 µM), for inactives: at the highest dose activity change, negative = inhibition, usual class: inhibitors. hit rate 0.008% among 240,000. AID 2107;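 further: 0% = enzyme with vehicle and -100% = no enzyme basal signal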
Target sequence (P06280 32-429 limits assumed): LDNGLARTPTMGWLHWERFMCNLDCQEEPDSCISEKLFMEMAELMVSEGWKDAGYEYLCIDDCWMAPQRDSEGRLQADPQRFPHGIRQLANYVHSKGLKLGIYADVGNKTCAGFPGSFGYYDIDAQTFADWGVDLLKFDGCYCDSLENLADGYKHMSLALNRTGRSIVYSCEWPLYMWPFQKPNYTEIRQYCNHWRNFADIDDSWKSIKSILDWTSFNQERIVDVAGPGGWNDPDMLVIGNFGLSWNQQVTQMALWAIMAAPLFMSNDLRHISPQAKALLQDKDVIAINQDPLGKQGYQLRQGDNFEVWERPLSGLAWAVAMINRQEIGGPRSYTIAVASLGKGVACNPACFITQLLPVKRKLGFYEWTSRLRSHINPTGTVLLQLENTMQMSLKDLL
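Human spleen homogenate (1 ug) as enzyme source, 4-methylumbelliferyl-alpha-D-galactopyranoside 1 mM final, citrate/phosphate pH 5.0 with 0.01% Tween-20. Compounds 40 min at 37C, NaOH/glycine stop; fluorescence Ex 365/Em 440, Hill-fit AC50.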
aGlu spleen mod – inhibits or activates alpha-glucosidase in human spleen homogenate; Potency, µM (titrated, usually from 79.9 µM), without a hit: at the top dose activity change, negative = inhibition, usual class: inhibitors; human spleen homogenate, 4-MU-alpha-glucoside fluorescence; hit rate 0.006% among 240,000; AID 2112;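 further: 0% = enzyme with vehicle and -100% = no enzyme basal signal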
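Human spleen homogenate (1 ug) with 4-methylumbelliferyl-alpha-D-glucopyranoside (1 mM final) in 50 mM citrate/phosphate pH 5.0, 0.01% Tween-20; 40 min at 37 C. Stopped at pH 10; 4-MU fluorescence Ex 365/Em 440 nm; AC50 by Hill fit.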
Tau fibril ThT – inhibitors of human tau fibril formation, thioflavin T binding | P10636 | recombinant tau K18 P301L, heparin-induced fibrillization, ThT fluorescence | hit rate 2.1% among 270,000 | Potency, µM (highest dose often 57.4 µM), for inactives: at the top dose activity, negative = inhibition, most hits filed as inhibitors; further: on the % scale 0 is the no-effect control and ±100 the full control effect; nearly all actives have a fitted effect of over 55% in size
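K18 P301L tau (15 uM + 0.24 uM Alexa 594-tagged), heparin 20 uM, NaOAc pH 7, 6 h 37 C; ThT 30 uM, 1 h RT, ex 450/em 510 nm.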
GAA glycogen mod – GAA glycogen-cleavage inhibition or activation. AID 2100. recombinant GAA, glycogen substrate, Amplex Red glucose oxidase fluorescence. hit rate 0.38% among 300,000. P10253. Potency, µM (highest dose often 76.4 µM), inactives show at the top dose activity change, negative = inhibition, hits mostly inhibitors;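 further: 0% = full enzyme reaction and -100% = no-enzyme basal signal; the screen sought inhibitors and activators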
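Recombinant human alpha-glucosidase (4 nM final) hydrolysed bovine liver glycogen (30 ug) for 40 min at 37 C in pH 5.0 citrate/phosphate with 0.01% Tween-20. Released glucose detected by glucose oxidase/Amplex Red, Ex 573/Em 610 nm. Compounds up to 77 uM; AC50 from Hill fits.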
Tau fluor counter – counter-screen for tau fibril formation inhibitors; tau K18 P301L Alexa594 fluorescence, heparin fibrillization; Potency, µM (doses to about 57.7 µM), for inactives: top-dose activity change, negative = decrease; hit rate 0.93% among 280,000; further: on the % scale 0 is the no-effect control and ±100 the full control effect; nearly all actives have a fitted effect of over 55% in size
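Human tau K18 P301L (15 uM unlabeled, 0.24 uM Alexa 594-labeled) in 100 mM sodium acetate pH 7 with 20 uM heparin, 6 hr at 37 C. ThT 30 uM added, 1 hr ambient; Alexa 594 FP and total fluorescence read at 555/632 nm.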
HTT ATP protect – cytoprotection in Huntington HTT-Q103 PC12 cell model. AID 1471. Potency, µM (highest dose often 56.4 µM), for inactives: cytoprotection (ATP increase), hits mostly activators. hit rate 0.14% among 230,000. PC12 HTT-Q103 induced, cytoprotection, ATP luminescence, 40 h;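 further: % of control where 0% means no effect; nearly all actives have a fitted effect of over 45% in size; toxic huntingtin expression switched on by the ecdysone agonist tebufenozide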
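Stable PC12 Q103-GFP cells in serum-supplemented, phenol red-free DMEM; induction by tebufenozide at 100 nM final; compound dose series; cell viability quantified luminescently from ATP.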
Active calls of the source: *; ? = inconclusive; nt = not tested or not shown; & = joins results of further samples; [ ] = another dose, or the depositor's remark. The call rests on the fitted dose curve; in most records, active means well fitted curve in the direction sought with a large enough effect; inconclusive means small, poorly fitted or top-dose-only effect, or another doubt; inactive means no such curve, though single readings can be large; an effect the other way counts as inactive or inconclusive. Potency means the concentration at half of the fitted maximal effect.

No. | compound | Tau FP inhib | GAA inhib | GLA spleen mod | aGlu spleen mod
1 | COC(=O)Cc1c(O)ccn(Cc2ccccc2OC)c1=O | -7% | -9% | -3% | 5%
2 | Cc1ccc(Nc2cc(C)nc3ncnn23)c(Cl)c1 | -2% | 6% | 1% | 4%
3 | O=C(c1cccc2ccccc12)N1CCN=C1SCc1ccc([N+](=O)[O-])cc1 | -5% | ? | -3% | 1%
4 | Cc1cc(C(F)F)n2ncc(C(=O)N3CCc4ccccc4C3)c2n1 | 11% | 3% | 1% | -3%
5 | COC(=O)Cc1ccc(NC(=O)c2ccc(C(C)(C)C)cc2)cc1 | -4% | -3% | 8% | -10%
6 | Cc1cc(C)nc(SCC(=O)N/N=C\c2sccc2C)n1 | 1% | 0% | 0% | -7%
7 | O=C(Nn1c(Cc2cccs2)nc2ccccc2c1=O)c1ccc(F)c(F)c1 | 4% | 3% | -3% | -3%
8 | CCCCc1c(C)nn(-c2nnc3c4ccccc4n(C)c3n2)c1C | 1% | 2% | -8% | -5%
9 | Cc1ccc(C(=O)NN(C)c2nc3ccccc3nc2C(F)(F)F)cc1 | -11% | 4% | -1% | -4%
10 | COc1nccnc1NS(=O)(=O)c1ccc(NC(=S)NC(=O)c2cccc(F)c2)cc1 | 4% | -6% | -1% | -12%
11 | CCOc1ccc(C(=O)Nc2c(C(=O)c3ccc(OC)cc3)oc3ccccc23)cc1 | -15% | nt | nt | nt
12 | CC1(C)C(O)C=C[C@@]2(C)C1CC(=O)O[C@@]1(C)C3=CC(=O)OC(c4ccoc4)[C@]3(C)CCC21 (some centres not stated) | -16% | nt | 12% | -3%
13 | CN=C1SC(CC(=O)Nc2ccc(N3CCOCC3)cc2)C(=O)N1C (configuration not stated) | 1% | 2% | 2% | -5%
14 | CCCc1ccc(-c2cc(C(=O)NN3CCOCC3)c3ccccc3n2)cc1 | 11% | -7% | -22% | -3%
15 | CC(C)(C)C1CCc2nc(NC(=O)COc3ccc(F)cc3)sc2C1 (configuration not stated) | -9% | nt | nt | nt

No. | Tau fibril ThT | GAA glycogen mod | Tau fluor counter | HTT ATP protect
1 | -1% | 9% | -3% | -6%
2 | -3% | -3% | -6% | 5%
3 | -16% | 12% | -28% | 11%[10 µM]
4 | -9% | -4% | 2% | -20%
5 | -26% | -14% | ? | -69%[inhibitor][10 µM]
6 | -8% | 3% | -3% | 21%
7 | -5% | 2% | 2% | 13%[1.9 µM]
8 | ? | 1% | -12% | -71%[inhibitor]
9 | -2% | 6% | -6% | -34%[10 µM]
10 | 3% | -2% | 6% | 5%[10 µM]
11 | -6% | 8%[76.3 µM] | -15% | nt
12 | ? | nt | -15% | nt
13 | -10% | -5% | -1% | 2%
14 | 4% | -1% | -1% | -47%[inhibitor]
15 | ? | 3%[76.3 µM] | -7% | nt

Reprinted from the part before: three entries, then new ones.
No. | compound | Tau FP inhib | GAA inhib | GLA spleen mod | aGlu spleen mod
13 | CN=C1SC(CC(=O)Nc2ccc(N3CCOCC3)cc2)C(=O)N1C (configuration not stated) | 1% | 2% | 2% | -5%
14 | CCCc1ccc(-c2cc(C(=O)NN3CCOCC3)c3ccccc3n2)cc1 | 11% | -7% | -22% | -3%
15 | CC(C)(C)C1CCc2nc(NC(=O)COc3ccc(F)cc3)sc2C1 (configuration not stated) | -9% | nt | nt | nt
16 | CC(=O)COC(=O)CCc1nc2ccccc2[nH]c1=O | -6% | -14% | 5% | 1%
17 | NC(=O)C1(N2CCCCC2)CCN(C(=S)Nc2ccc(S(N)(=O)=O)cc2)CC1 | -6% | 8% | 8% | 1%
18 | COc1ccc(C2C(C#N)=C(N)Oc3n[nH]c(C)c32)cc1Cn1nc(C)c([N+](=O)[O-])c1C (configuration not stated) | 2% | 3% | 5% | -1%
19 | O=C(NCc1cccnc1)c1cnc2sccn2c1=O | 3% | -2% | 1% | 2%
20 | O/N=C/c1ccnc(SCc2ccccc2)n1 | -9% | 1%[15.4 µM] | -16% | -3%
21 | COC(=O)c1ccc(COc2cc([N+](=O)[O-])cc3cccnc23)o1 | -5% | ? | 2% | 0%
22 | CCOc1ccccc1NC(=O)N1CCCC1C(=O)Nc1ccc(NC(C)=O)cc1 (configuration not stated) | -3% | ? | -5% | 0%
23 | COc1ccc(CC(=O)O/N=C(\N)Cc2ccc(OC)cc2)cc1 | -8% | 9% | -5% | -8%
24 | Cc1cccc(NC(=O)c2cnn(-c3ccc(F)cc3)c2C2CCNCC2)c1C | 5% | 6% | -4% | -7%
25 | COc1ccccc1-n1c(O)c(C=NCc2ccccn2)c2ccccc2c1=O | -8% | -16% | 8% | 1%
26 | CCN(CC)CCNCc1ccc(Br)cc1OCC(=O)NCc1ccccc1 | 4% | 13% | -5% | -3%
27 | O=C(O)CC(CC(=O)Nc1ccc(N2CCOCC2)cc1)c1ccccc1 (configuration not stated) | 1% | 3% | -3% | -4%
28 | Cc1cc(C(=O)OC(C)C(=O)Nc2nc(-c3ccccc3)cs2)c(C)o1 (configuration not stated) | -4% | -13% | 1% | 0%
29 | O=C(NC(=S)Nc1ccc(S(=O)(=O)N2CCCC2)cc1)C1CCC1 | -7% | ? | 7% | 1%
30 | CCOC(=O)N1CCc2[nH]c3ccc(C)cc3c2C1 | -4% | 7% | 17% | 18%

No. | Tau fibril ThT | GAA glycogen mod | Tau fluor counter | HTT ATP protect
13 | -10% | -5% | -1% | 2%
14 | 4% | -1% | -1% | -47%[inhibitor]
15 | ? | 3%[76.3 µM] | -7% | nt
16 | -16% | 7% | -14% | -3%
17 | -13% | -3% | -3% | 9%[10 µM]
18 | ? | -22% | -16% | 6%[10 µM]
19 | 4% | -2% | 9% | -9%
20 | -16% | -1% | -13% | 8%[10 µM]
21 | -1% | 12% | 2% | -5%[10 µM]
22 | -2% | -1% | -8% | -23%[10 µM]
23 | -12% | 1% | -16% | 23%
24 | -9% | -26% | -4% | -21%
25 | -5% | 5% | -5% | -3%[10 µM]
26 | -8% | 17% | -10% | 19%
27 | -8% | -6% | -8% | 3%[10 µM]
28 | -4% | -6% | -17% | 2%
29 | 0% | -4% | -8% | nt
30 | 15% | -10% | -7% | 9%

(next part)
No. | compound | Tau FP inhib | GAA inhib | GLA spleen mod | aGlu spleen mod
31 | CCN(CC)C(=O)C(=O)c1cn(CCOc2ccccc2)c2ccccc12 | 12% | -8% | -9% | -1%
32 | Cc1ccc(S(=O)(=O)N2CCCCC2)cc1NC(=O)CN1C(=O)CN(C)C1=O | -4% | -10% | -7% | -10%
33 | Cc1nc2c(C)cccn2c1C(=O)N/N=C/c1ccccc1[N+](=O)[O-] | 1% | nt | -11% | -11%
34 | Cc1cc2oc(=O)cc(CN3CCC(C)CC3)c2c(C)c1Cl | 2% | -4% | 6% | 1%
35 | COC(=O)c1ccc(OCC(=O)c2ccccc2)cc1 | -2% | -3% | 5% | 2%
36 | Cc1oc(/N=C/c2ccccc2O)c(C#N)c1C | -1% | -1% | 2% | 0%
37 | CCCn1c(C)cc(-c2csc(N)n2)c1C | ? | 2% | -8% | -2%
38 | NNC(=O)C1CCCn2c1nc1sc3c(c1c2=O)CCCC3 (configuration not stated) | ? | -8% | 12% | -9%
39 | O=C(C1CCN(c2ccc(N3CCOCC3)nn2)CC1)N1CCc2ccccc2C1 | 0% | 7% | 3% | -6%
40 | CCCn1cnc2c(c1=O)c1nc3ccccc3nc1n2CCc1ccccc1 | 5% | 11% | 7% | -16%
41 | Cn1cnc2c(NCc3ccccc3)nc(NCCO)nc21 | ? | nt | 8%&-3%&15%&4%&9% | ?
42 | COc1ccc(CNC(=O)C2CC(=O)N(c3ccc(OCC(=O)N4C(C)CCCC4C)cc3)C2)cc1 (configuration not stated) | 6% | -3% | 3% | 3%
43 | CCCCSc1nc2ccccc2n1CC(=O)O | 2% | -3% | 21% | -16%
44 | COCCn1nnnc1CN(CCc1ccc(OC)c(OC)c1)Cc1cc2ccc(C)cc2[nH]c1=O | -3% | 1% | 0% | -4%
45 | Cc1nc2scc(C)n2c(=O)c1S(=O)(=O)NCc1ccccc1Cl | 1% | nt | nt | nt

No. | Tau fibril ThT | GAA glycogen mod | Tau fluor counter | HTT ATP protect
31 | 1% | 5% | -3% | -113%[inhibitor]
32 | 2% | ? | 1% | 16%[10 µM]
33 | 1% | 4% | 0% | 2%[10 µM]
34 | -6% | -7% | -3% | -3%
35 | ? | 7% | -16% | 7%
36 | 5% | -10% | 11% | 9%
37 | 16µM* | -16% | ? | ?
38 | -5% | 1% | -3% | 8%
39 | ? | 10% | -3% | 11%
40 | -5% | -3% | 6% | 11%
41 | 0%&-6%&-6%&-9%&-4% | nt | -4%&-10%&-8%&-3%&2% | ?
42 | -5% | -3% | 2% | 17%
43 | -4% | 0% | -3% | -13%[1.9 µM]
44 | ? | 0% | 0% | -28%[10 µM]
45 | -1% | -1%[76.3 µM] | 2% | nt

(listing goes on)
No. | compound | Tau FP inhib | GAA inhib | GLA spleen mod | aGlu spleen mod
46 | COC(=O)C1=C(C)NC(=O)NC1c1ccc(-c2ccc(Cl)cc2)o1 (configuration not stated) | -10% | 10% | -5% | -16%
47 | CSc1nc2ccc(S(=O)(=O)Nc3c(C)n(C)n(-c4ccccc4)c3=O)cc2s1 | 3% | -1% | 2% | -5%
48 | CCc1ccccc1NC(=O)Cn1c(C(=O)OC)cc2oc(C)cc21 | 3% | nt | nt | nt
49 | CCC(NC(=O)c1ccccc1NC(=O)c1ccccc1)C(=O)NNC(=O)c1cccnc1 (configuration not stated) | -1% | -1%[15.4 µM] | 9% | 7%

No. | Tau fibril ThT | GAA glycogen mod | Tau fluor counter | HTT ATP protect
46 | -6% | -9% | -7% | 22%[10 µM]
47 | -1% | -9% | 1% | 11%[0.074 µM]
48 | ? | -1%[76.3 µM] | 9% | nt
49 | -7% | 1% | -4% | -8%[10 µM]

Compound activity: PubChem BioAssay, National Center for Advancing Translational Sciences (NCATS)
